Growth percent in the NCI-60 one-dose screen (48 h, 10 µM unless noted): 100 = growth as untreated, 0 = no growth, -100 = all killed.
HCC-2998 – HCC-2998 colon cancer. AID 1794799. hit rate 4.7% among 79,000
SW-620 – SW-620 colon cancer | AID 1794795 | hit rate 5.2% among 82,000
SNB-75 – SNB-75 CNS cancer. hit rate 5% among 79,000
HCT-15 – HCT-15 colon cancer; hit rate 5.2% among 82,000
HT29 – HT29 colon cancer. hit rate 7.4% among 81,000
KM12 – KM12 colon cancer cells; hit rate 5% among 82,000; AID 1794800
NCI-H322M – NCI-H322M lung cancer; hit rate 2.7% among 80,000
COLO 205 – COLO 205 colon cancer; hit rate 7.3% among 79,000; AID 1794742
HCT-116 – HCT-116 colon cancer; AID 1794798; hit rate 7.3% among 82,000
An asterisk follows results filed as active; . = no result given; & = joins results of further samples. The calls were made as follows: active = growth percent below 10; inactive = the rest.

cpd	canonical_smiles	NCI-H322M	HCT-116	SNB-75	HCT-15	HCC-2998	KM12	COLO 205	SW-620	HT29
1	COC(=O)c1c(C#N)c(C#N)c2c([nH]c3ccccc32)c1C(=O)OC	107.8	91.3	78.2	98.3	96.6	98.0	114.9	98.9	101.2
2	CN1CCc2nc3sc(C(=O)Nc4cccc5ccccc45)c(N)c3cc2C1	94.0	95.7	85.9	87.6	108.3	87.0	103.9	88.4	84.0
3	Cc1sc2nc3c4ccccc4c(NCCCN(C)C)nn3c(=O)c2c1C	83.1	36.1	54.3	17.1	.	31.5	-57.4*	-43.7*	-17.8*
4	CN1CCc2c(sc3ncnc(N/N=C/c4ccc(Cl)cc4)c23)C1	90.8	104.7	97.1	96.2	101.1	103.6	109.2	97.9	102.4
5	COc1nc(OC)nc(-c2cc(-c3ccc(OC)c(F)c3)no2)n1	104.9	111.1	109.9	101.2	103.4	103.6	.	105.1	97.3
6	C=CCN=C1C=C(C)CC(C)(C)C1	90.4	94.8	96.9	105.0	106.9	99.6	105.8	103.9	94.2
7	CN(C)CCC(O)c1ccccc1 (configuration not stated)	121.0	101.9	77.7	104.3	102.9	96.8	114.5	95.5	101.3
8	COc1ccc(-c2coc3c(CO)c(O)ccc3c2=O)cc1	52.9	19.3	115.3	43.2	29.6	60.4	114.8	83.5	85.8
9	COc1cc(C2CC(=O)Nc3c2cnn3Cc2ccco2)cc2c1OCCO2 (configuration not stated)	82.5	72.5	77.5	64.9	.	48.4	81.2	56.6	88.8
10	C=CCc1cc(OC)c(O)c(C(=O)OCC)c1	111.7	100.2	88.1	104.7	102.8	89.2	120.2	94.1	99.6
11	COC(=O)c1c2c(c(C)[n+]([O-])c1C)C(=O)C=C(NCc1ccc(OC)cc1)C2=O	-6.3*	-11.6*	-97.0*	-43.9*	.	-3.9*	-54.0*	0.2*	3.5*
12	CC(=O)O[C@H]1CC[C@@]2(C)C(=CC[C@@H]3[C@@H]2CC[C@]2(C)C(c4cccnc4)=CC[C@@H]32)C1	95.6	54.1	51.0	51.4	65.1	53.7	81.8	76.4	22.1
13	O=C(CC(CC(=O)c1ccc(Cl)cc1)c1ccc(O)cc1)c1ccc(Cl)cc1	85.4	90.6	109.9	96.1	93.4	90.8	111.5	104.7	98.1
14	CCCn1nc(-c2ccccc2)c2c(-c3ccccc3)onc2c1=O	95.4	58.9	53.0	61.8	85.3	60.0	.	43.5	43.1
15	CCOC(=O)N1CCCCCC1	110.9	101.1	91.4	103.6	98.1	115.3	101.8	103.2	94.6
16	CCCCSc1nc(Nc2ccc(/C(C)=N/NC(N)=S)cc2)c(C#N)c(-c2ccccc2)n1	59.0	24.6	96.8	38.4	53.1	72.4	59.6	56.8	61.2
17	NC(CSC(c1ccccc1)(c1ccccc1)c1ccccc1)C(=O)O (configuration not stated)	43.9	19.9	64.9	34.3	15.9	22.5	23.2	24.8	14.0
18	Cc1cc(C)nc(NS(=O)(=O)c2ccc(Nc3nc(-c4ccc(O)cc4O)c4c(=O)[nH]c(SCc5ccccc5)nc4n3)cc2)n1	128.9	102.8	122.2	118.8	110.7	123.4	110.3	117.3	130.1
19	ClC(Cl)(Cl)c1nc(Nc2nc3ccccc3s2)nc(-c2ccccc2)n1	96.8	102.6	92.3	100.0	108.8	100.6	112.8	102.4	113.4
20	CN1CCN(CCCn2c3c(sc4ncccc43)c(=O)n3nnc(-c4ccccc4)c23)CC1	.	-92.6*	73.8	-40.1*	99.2	-32.1*	63.6	-44.5*	-46.2*
21	COc1cc(Cl)cc(-c2nn(-c3cccc(NC(=O)Nc4cccc(C(F)(F)F)c4)c3)cc2-c2ccncc2)c1	26.2	5.1*	12.5	7.8*	19.0	9.8*	-31.2*	11.2	5.8*
22	C#CCSC(=N)N	91.1	92.9	84.4	91.2	114.5	110.1	120.4	115.0	104.7
23	CS(=O)(=O)c1ccc(C(=O)/C=C/c2cn(-c3ccc(F)cc3)nc2-c2ccc(S(C)(=O)=O)cc2)cc1	101.5	95.7	97.7	96.1	110.3	98.6	118.0	110.4	102.2
24	C/C(=N\NC(=O)CSc1nc2sc3c(c2c(=O)n1-c1ccccc1)CCC(C)C3)c1ccc(Cl)cc1 (configuration not stated)	51.3	26.6	41.5	25.7	45.4	25.1	26.5	31.6	62.8
25	C/C(=C(/c1ccccc1)c1ccc(OCC(O)CN2CCOCC2)cc1)c1ccccc1 (configuration not stated)	95.4	46.3	91.4	53.8	101.9	63.6	69.4	88.6	13.1
26	CCOC(=O)c1[nH]c(C)c(I)c1C	103.5	100.9	66.0	103.1	107.8	103.3	117.6	105.5	93.0
27	CC(C)Cn1c2c(c(=S)[nH]c1=O)CCC2	102.9	105.3	.	105.4	123.0	104.9	116.7	93.6	111.4
28	COc1ccc(C(=O)Nc2nc(-c3ccc(Cl)cc3)cs2)cc1OC	101.0	112.1	94.6	107.2	112.7	109.4	105.2	98.9	102.5
29	CCCCOC(=O)c1ccc(NC(=O)CCl)cc1	93.7	4.1*	68.9	14.9	101.3	84.7	68.8	25.8	12.8
30	CCCCCCCNc1nc(CO)ncc1-c1ccc(C(F)(F)F)cc1	101.1	104.8	97.7	98.8	110.3	112.0	104.8	104.9	125.4
31	O=P(O)(O)OCC1OC(n2cnc3c(NCc4ccccc4)ncnc32)C(O)C1O (configuration not stated)	33.6	7.4*	49.9	9.5*	29.9	80.7	11.2	24.5	23.3
32	O=C1N/C(=N/N=C(c2ccccc2)c2ccccc2)S/C1=C\c1ccc([N+](=O)[O-])cc1	95.6	94.4	79.0	94.1	105.4	96.7	106.3	93.2	83.2
33	c1csc(CSc2ncnc3nc[nH]c23)c1	103.7	104.4	72.3	104.6	100.8	117.6	96.4	100.1	110.2
34	COc1ccc(Cn2cc3c(c2-c2ccccc2)CCc2c(CN4CCCC4)noc2-3)cc1	97.3	49.9	91.6	38.4	90.8	67.2	79.5	77.3	45.1
35	CC(C)C(C(=O)O)N1C(=O)C2C3CCC(C3)C2C1=O (configuration not stated)	114.3	109.0	143.5	100.3	110.9	97.8	.	117.5	100.0
36	CC/C(=N/N=C(N)N)c1ccc(F)cc1	.	103.9	57.9	90.2	97.4	94.1	100.6	103.1	103.1
37	CCOc1ccc(Br)cc1/C=C1\N=C(c2ccccc2)OC1=O	87.6	59.7	114.9	22.1	119.0	99.5	104.0	62.6	30.8
38	CC(O)c1cc[cH-]c1.[Fe+2].c1cc[cH-]c1 (configuration not stated)	92.6	94.1	92.0	95.3	108.8	103.3	107.8	103.2	110.2
39	NCc1ccccc1O	100.8	111.4	102.4	102.3	103.7	106.4	113.3	115.6	112.9
40	Cc1ccc(S(=O)(=O)OCCN(CCOS(=O)(=O)c2ccc(C)cc2)S(=O)(=O)c2ccc(C)cc2)cc1	89.8	90.3	86.9	109.3	110.5	110.2	120.7	105.6	102.0
41	Cc1[nH]ccc2cc3nc4ccccc4c3cc12	19.2	22.0	40.0	20.3	33.7	29.0	-5.4*	22.1	.
42	COc1ccc(/C=C/C(=O)/C=C(O)/C=C/c2ccc(OC)c(OC)c2OC)c(OC)c1OC	99.3	.	104.1	70.9	94.3	71.7	109.3	55.3	78.4
43	Cc1ccc(-c2cc3c(nn2)-c2ccccc2C3=O)cc1	79.8	78.1	61.3	81.4	108.3	72.9	93.5	77.6	90.6
44	CC(C)(C)C1CCC(=NO)CC1 (configuration not stated)	105.8	96.8	85.6	105.8	106.9	102.5	117.2	106.0	95.0
45	COc1ccc(Nc2nn3c(-c4ccccc4)cc(-c4ccccc4)nc3c2C(=O)Nc2ccccc2)c(OC)c1	88.7	84.6	.	101.9	97.9	96.8	104.8	102.3	109.1
46	O=C(CN(C(=O)Cn1c(=O)n2nnnc2c2ccccc21)c1ccccc1C(F)(F)F)Nc1ccc(C(F)(F)F)cc1	106.8	95.5	91.0	102.5	105.7	110.2	111.5	104.8	110.2
47	Cn1c(-c2cccc(OC(F)(F)F)c2)cc(=O)c2cc(N3CCCC3)ccc21	99.0	77.6	103.6	78.1	96.6	74.5	104.6	90.6	81.2
48	COc1c(O)cc(Br)c(C=O)c1[N+](=O)[O-]	96.3	94.1	82.9	100.1	90.0	103.7	105.4	103.5	99.5
49	O=C1C(Cl)=C(Oc2cccc3cccnc23)C(=O)c2ccccc21	100.3	86.5	95.6	79.0	106.5	86.8	106.7	110.0	104.5
50	CN1CCN(CCCNC(=O)c2c3c(n4ccccc24)C(=O)c2ncccc2C3=O)CC1	-23.9*	-16.4*	-4.6*	4.1*	-32.2*	11.3	-73.0*	-5.6*	0.5*

Results in SW-620 and SNB-75 (2 entries from above):
no.	structure	SW-620	SNB-75
44	CC(C)(C)C1CCC(=NO)CC1 (configuration not stated)	106.0	85.6
43	Cc1ccc(-c2cc3c(nn2)-c2ccccc2C3=O)cc1	77.6	61.3

Next records follow:
cpd	canonical_smiles	NCI-H322M	HCT-116	SNB-75	HCT-15	HCC-2998	KM12	COLO 205	SW-620	HT29
51	NS(=O)(=O)c1cc2c(cc1C(F)(F)F)NCNS2(=O)=O	106.8	106.1	85.4	105.0	105.1	102.6	111.7	106.2	105.8
52	CCCCCCCCCOCC(O)COc1ccccc1[N+](=O)[O-] (configuration not stated)	94.4&110.4	98.5&97.6	94.4&101.0	104.4&106.6	98.7&98.0	107.0&97.8	123.3&103.0	100.8&98.4	94.8&103.7
53	CCCCCCCCCCCCCCCCCCNCc1ccc(Cl)cc1	9.4*	-74.5*	-60.9*	-87.1*	-82.8*	-77.2*	-83.9*	-75.8*	-94.7*
54	CCN(CCC#N)c1ccccc1	106.3	105.4	98.6	108.1	108.5	114.1	132.0	101.3	109.0
55	O=C(NCc1ccco1)c1ccccc1I	117.2	106.5	97.6	104.6	107.4	101.3	107.5	99.8	113.8
56	N=c1nc(N)nc(N)n1-c1ccccc1	101.3	95.6	99.2	101.9	104.3	108.7	108.9	102.0	104.6
57	CCc1ccc(N2CCC(=S)NC2=S)cc1	97.9	104.1	90.4	104.5	103.4	107.2	108.1	96.8	116.3

Of the compounds above, nine have a Cl atom.
cpd	canonical_smiles	NCI-H322M	HCT-116	SNB-75	HCT-15	HCC-2998	KM12	COLO 205	SW-620	HT29
4	CN1CCc2c(sc3ncnc(N/N=C/c4ccc(Cl)cc4)c23)C1	90.8	104.7	97.1	96.2	101.1	103.6	109.2	97.9	102.4
13	O=C(CC(CC(=O)c1ccc(Cl)cc1)c1ccc(O)cc1)c1ccc(Cl)cc1	85.4	90.6	109.9	96.1	93.4	90.8	111.5	104.7	98.1
19	ClC(Cl)(Cl)c1nc(Nc2nc3ccccc3s2)nc(-c2ccccc2)n1	96.8	102.6	92.3	100.0	108.8	100.6	112.8	102.4	113.4
21	COc1cc(Cl)cc(-c2nn(-c3cccc(NC(=O)Nc4cccc(C(F)(F)F)c4)c3)cc2-c2ccncc2)c1	26.2	5.1*	12.5	7.8*	19.0	9.8*	-31.2*	11.2	5.8*
24	C/C(=N\NC(=O)CSc1nc2sc3c(c2c(=O)n1-c1ccccc1)CCC(C)C3)c1ccc(Cl)cc1 (configuration not stated)	51.3	26.6	41.5	25.7	45.4	25.1	26.5	31.6	62.8
28	COc1ccc(C(=O)Nc2nc(-c3ccc(Cl)cc3)cs2)cc1OC	101.0	112.1	94.6	107.2	112.7	109.4	105.2	98.9	102.5
29	CCCCOC(=O)c1ccc(NC(=O)CCl)cc1	93.7	4.1*	68.9	14.9	101.3	84.7	68.8	25.8	12.8
49	O=C1C(Cl)=C(Oc2cccc3cccnc23)C(=O)c2ccccc21	100.3	86.5	95.6	79.0	106.5	86.8	106.7	110.0	104.5
53	CCCCCCCCCCCCCCCCCCNCc1ccc(Cl)cc1	9.4*	-74.5*	-60.9*	-87.1*	-82.8*	-77.2*	-83.9*	-75.8*	-94.7*

Bioassay records: PubChem BioAssay, NCI

This is a random part of the collection; any-hit rate near 12%.
